Compound activity (PubChem BioAssay)
UHRF1 binding: UHRF1 methylated DNA binding inhibitors, primary screen, counter-screen for MBD2 inhibitor project, biochemical, TR-FRET, human UHRF1, single concentration | E3 ubiquitin-protein ligase UHRF1 (Homo sapiens), Q96T88 | UHRF1 binding to methylated oligo | inhibition, % at 4.4 µM | 0.75% of 370,000 active | AID 687016, 2013; in the data active means inhibition above about 21%;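 further: UHRF1 SRA domain binding a hemimethylated CpG hairpin DNA probe; 0% = median of test compound wells and 100% = reference inhibitor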
Target sequence (Q96T88 whole entry, looked up, the tested form may be a part): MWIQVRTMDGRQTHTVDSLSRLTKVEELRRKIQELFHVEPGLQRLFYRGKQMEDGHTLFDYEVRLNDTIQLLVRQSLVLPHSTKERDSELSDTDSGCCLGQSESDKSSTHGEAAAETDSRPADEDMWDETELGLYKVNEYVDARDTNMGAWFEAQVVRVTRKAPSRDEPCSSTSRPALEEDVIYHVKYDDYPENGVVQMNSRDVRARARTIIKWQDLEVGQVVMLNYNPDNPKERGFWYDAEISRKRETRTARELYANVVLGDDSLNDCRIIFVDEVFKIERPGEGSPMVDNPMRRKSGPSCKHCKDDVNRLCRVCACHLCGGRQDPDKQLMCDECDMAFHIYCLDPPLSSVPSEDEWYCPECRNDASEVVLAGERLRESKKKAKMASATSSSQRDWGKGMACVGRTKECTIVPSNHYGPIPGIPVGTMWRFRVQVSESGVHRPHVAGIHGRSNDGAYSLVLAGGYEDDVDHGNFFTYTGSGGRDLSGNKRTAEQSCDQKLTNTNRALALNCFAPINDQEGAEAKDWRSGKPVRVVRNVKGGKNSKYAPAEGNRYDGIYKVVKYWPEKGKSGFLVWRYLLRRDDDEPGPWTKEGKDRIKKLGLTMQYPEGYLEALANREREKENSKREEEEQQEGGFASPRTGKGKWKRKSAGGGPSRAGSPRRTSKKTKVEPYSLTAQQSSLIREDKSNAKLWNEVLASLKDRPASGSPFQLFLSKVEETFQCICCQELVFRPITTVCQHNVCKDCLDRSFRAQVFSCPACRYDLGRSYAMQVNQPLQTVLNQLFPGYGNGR
proKLK7 act: proKLK7 zymogen activators, primary screen, biochemical, fluorescence intensity; 0.9% of 370,000 active; activation, % at 7 µM; purified proKLK7, EDANS-DABCYL substrate fluorescence; 100% is mature enzyme control, 0% vehicle; Kallikrein-7 (Homo sapiens), P49862;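 active means activation above the mean of all tested compounds plus 3 SD, computed per campaign excluding outliers beyond control limits, cut at about 13% in these data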
Target sequence (P49862 whole entry, looked up): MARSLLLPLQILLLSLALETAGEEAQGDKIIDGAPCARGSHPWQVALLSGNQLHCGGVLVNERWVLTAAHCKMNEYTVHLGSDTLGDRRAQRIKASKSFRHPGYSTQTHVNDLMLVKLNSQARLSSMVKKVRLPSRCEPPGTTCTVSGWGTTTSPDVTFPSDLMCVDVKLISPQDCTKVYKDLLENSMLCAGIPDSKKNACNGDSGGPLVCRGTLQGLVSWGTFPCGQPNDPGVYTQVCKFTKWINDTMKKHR
Tn6 DDE FP: inhibitors of Tn6 peptide binding to fibrin DD(E), primary screen, biochemical, fluorescence polarization, human fibrin, Tn6 probe. Fibrinogen beta chain (Homo sapiens), P02675. Fibrin DD(E) TRITC-Tn6 fluorescence polarization displacement. inhibition, % at 8.3 µM. 0.21% of 370,000 active;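 active means inhibition above a per-campaign cutoff: mean of compounds within control limits plus 3 SD, cut at about 15% in these data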;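 further: 0% = median of all compound wells on the plate and 100% = blocking peptide control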
TCR-CD3 inh: inhibitors of human TCR-CD3 interaction, primary screen, biochemical, fluorescence, TAMRA-labeled TCR probe; T-cell receptor (TCR); inhibition, % at 9.4 µM; 0.37% of 360,000 active; in the data active means inhibition above about 19%;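 further: recombinant mutant TCR 2C K166C tagged with TAMRA read by polarization; 0% = receptor in buffer alone and 100% = receptor with positive control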
TDP2 inh: human TDP2 enzyme inhibitors, primary screen, biochemical, epi absorbance, recombinant enzyme | Tyrosyl-DNA phosphodiesterase 2 (Homo sapiens), O95551 | T5PNP hydrolysis, p-nitrophenol absorbance 415 nm | inhibition, % at 12.8 µM | 0.34% of 370,000 active;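 active means inhibition above the mean of all tested compounds plus 3 SD, set per campaign, cut at about 25% in these data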;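 further: 0% = DMSO with enzyme and 100% = buffer with substrate but no TDP2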
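System – recombinant human TDP2 · Quantity – TDP2 enzyme at 120 nM final · Doses – single concentration, 12.8 µM nominal, with 1% DMSO · Incubation – 2 h at 37 °C · Measured by – epi absorbance of p-nitrophenol freed from T5PNP by hydrolysis · Read-out – % inhibition relative to enzyme-containing and enzyme-free wells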
LEDGF integ inh: blockers of LEDGF/p75-dependent integrase strand transfer – biochemical, TR-FRET, high throughput, primary screen; HIV-1 integrase (with human LEDGF/p75); TR-FRET IN-LEDGF/p75 DNA integration, Eu/Cy5; inhibition, % at 3.7 µM; 0.64% of 370,000 active;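 active means inhibition above the screen-wide mean plus 3 SD, cut at about 13% in these data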;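 further: signal is the Cy5 over europium emission ratio at 671 and 618 nm; 0% = plate median of compound wells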
PRMT1 inh: PRMT1 methyltransferase inhibitors, primary screen, biochemical, fluorescence polarization; Protein arginine N-methyltransferase 1 (Homo sapiens), Q99873; recombinant PRMT1, activity-based probe fluorescence polarization; inhibition, % at 2.79 µM; 1.3% of 370,000 active; AID 652257, 2013;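 active means inhibition above about 21% made by adding two undisclosed values, limit read from the data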
SIAE primary: human SIAE inhibitors, primary screen, biochemical, fluorescence polarization, FP-Rh probe, 1536-well HTS | 0.69% of 370,000 active | SIAE FP-Rh probe binding | Sialate O-acetylesterase (Homo sapiens), Q9HAT2 | inhibition, % at 9.66 µM;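 active means inhibition above a cutoff: mean of compounds within the control limits plus 3 SD of those, cut at about 17% in these data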;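 further: 0% = plate median of compound wells and 100% = probe without SIAE protein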
Tn7 DDE FP: inhibitors of Tn7 peptide binding to fibrin DD(E), primary screen, biochemical, fluorescence polarization, human fibrin, Tn7 probe | FP displacement of FITC-Tn7 peptide from fibrin DD(E); 0% = median of compound wells per plate | Fibrinogen beta chain (Homo sapiens), P02675 | inhibition, % at 8.3 µM | 0.13% of 370,000 active;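 active means inhibition above the mean of compounds falling within the control limits plus 3 SD of them, cut at about 14% in these data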;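 further: 0% = plate median of compound wells and 100% = 10 µM Aha-Tn7 peptide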
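Test system – human fibrin DD(E) · Times – 10 min preincubation, 3 h with tracer, room temperature · Detection – fluorescence polarization of the labelled Tn7 tracer · Measure – percent inhibition normalized to high-control wells · Benchmarks – high control wells with 10 µM unlabelled Aha-Tn7 peptide (full inhibition) · Repeats – singlicate testing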
MBD2 DNA inh: inhibitors of MBD2 binding to methylated DNA, primary screen, biochemical, TR-FRET, DNA-binding domain, human | Methyl-CpG-binding domain protein 2 (Homo sapiens), Q9UBB5 | MBD2 binding to methylated oligonucleotide | inhibition, % at 4.4 µM | 0.31% of 370,000 active; in the data active means inhibition above about 13%
* = called active by the depositor; . = not tested or not shown. Not a hit list. About 4.6% of those tested had a hit in this group.

SMILES	UHRF1 binding	proKLK7 act	Tn6 DDE FP	TCR-CD3 inh	TDP2 inh	LEDGF integ inh	PRMT1 inh	SIAE primary	Tn7 DDE FP	MBD2 DNA inh
C=CCNC(=O)C1CC(=O)N(c2ccc(OCC(=O)Nc3ccc(Cl)c(C(F)(F)F)c3)cc2)C1 (stereo unspecified)	6	1.0	0	-4	2	2	0	1	6	4
Cc1c(C)n(CCCN(C)C)c2ncnc(NCc3ccccc3)c12	2	-0.1	2	6	10	-5	-1	1	6	-2
COc1ccc(C(CCNC(C)c2ccccc2)c2ccc(F)cc2)cc1 (stereo unspecified)	0	-0.5	-4	-8	-9	3	4	-5	-1	-4
CN1CCN(c2c(/C=N/O)c3ccccc3n2C)CC1	3	0.0	0	-4	8	0	-4	-11	-8	2
C[C@H]1CN([C@@H](C)CO)C(=O)CCCn2nncc2CO[C@H]1CN(C)S(C)(=O)=O	0	0.2	1	1	-5	3	-1	-1	-8	0
Cc1ccccc1OCCOC(=O)c1ccc(S(=O)(=O)N2CCCC2)cc1	-1	0.9	-5	-2	-1	1	-2	-7	-6	-3
CCC(C)NC(=O)COc1ccccc1[N+](=O)[O-] (stereo unspecified)	1	-0.9	-4	13	5	0	0	5	-2	1
Cc1ccc(-c2nnn(CC(=O)NC3CCN(Cc4ccccc4)CC3)n2)cc1	-2	-0.5	0	10	-8	0	-2	-5	5	1
CC(NC(=O)NNC(=O)c1ccncc1)(C(F)(F)F)C(F)(F)F	4	0.5	4	-6	-8	3	-3	-2	2	-6
Cc1cccc(-c2noc(CCCOc3ccc(Cl)cc3Cl)n2)c1	-1	-0.6	2	5	7	-1	0	4	1	-1
COc1ccc(C(=O)NCc2cccnc2)cc1	-3	-0.7	4	6	-7	2	-3	2	1	1
C[C@H](O)[C@@H]1CN2CCc3c([nH]c4cccc(-c5ccccc5)c34)[C@@H]2C[C@@H]1N(C)CC1CCCCC1	0	-0.6	1	.	-1	3	1	0	-2	-6
CC1CC(OC(=O)c2ccccc2C(=O)c2ccc(Cl)cc2)C(=O)O1 (stereo unspecified)	1	0.1	-1	4	9	-4	2	-2	7	5
CCOCCCn1c(=N)c(S(=O)(=O)c2ccccc2)cc2c(=O)n3cc(C)ccc3nc21	-4	0.0	-10	2	-3	2	-3	-1	-3	-3
CCN(CC)C(=O)c1c(-c2ccccc2)oc2ccc(OC)cc12	1	0.0	-4	-2	7	-1	0	2	0	2
CCC1(c2ccccc2)NC(=O)N(CC(=O)NC2(C#N)CCCCC2)C1=O (stereo unspecified)	-1	0.1	1	1	3	3	-3	17	-2	-7
CCN(CC)S(=O)(=O)c1cc(C(=O)Nc2ccccc2[N+](=O)[O-])ccc1Cl	22*	0.4	0	8	0	0	0	-2	2	6
CCN(CC)CCn1c(NCc2cccc(OC)c2)nc2ccccc21	1	-0.8	7	7	6	2	-3	3	9	2
CC(=O)Nc1ccc2c(COC(=O)[C@H](C)N3C(=O)C4CCCCC4C3=O)cc(=O)oc2c1 (stereo partly specified)	12	24*	8	7	-3	8	-2	-4	-5	2
COc1cc(/C=C2/C(=N)N3OC(C)=CC3=NC2=O)ccc1OCCOc1ccc(C)cc1	-1	0.2	-4	1	5	0	-3	4	-4	3
COc1ccc(C(CNC(=O)c2ccc(S(=O)(=O)N(C)C)cc2)N(C)C)cc1 (stereo unspecified)	-2	-0.3	-1	-4	8	-3	0	1	2	1
O=C(CN1CCN(S(=O)(=O)c2ccccc2[N+](=O)[O-])CC1)Nc1ccc(N2CCOCC2)cc1	-3	0.7	-2	3	-6	3	1	10	4	1
COc1ccc(C(=O)OCC#CCSc2nnc(-c3cccc4ccccc34)o2)cc1	-1	-0.5	-1	0	6	-2	-1	-5	-2	1
Cc1oc(-c2ccccc2F)nc1CS(=O)(=O)CC(=O)N1CCN(Cc2ccccc2)CC1	-1	0.7	-3	0	-3	1	-2	7	2	4
O=C(NCCOC(=O)c1c(F)cccc1Cl)c1c(F)cccc1Cl	0	-0.2	-6	-7	-8	0	-3	4	-4	-4
Cc1ccc(-c2cnco2)cc1	2	0.1	2	-3	0	-1	4	-4	3	4
CNC(=O)c1c[nH]n2c(=O)c(Cc3ccccc3F)c(C)nc12	1	0.2	4	3	5	0	1	5	4	5
CC(=O)c1ccccc1Oc1nc(CN2CCOCC2)nc2scc(-c3cccs3)c12	-1	-0.1	5	6	3	1	-2	-9	-3	2
O=C(Nc1ccc(Cl)cc1)O[C@@H]1CC[C@@]23CCCN2C(=O)CCC[C@H]3C1	-3	.	0	.	1	-1	0	-2	6	3
CN=C1S/C(=C\c2ccc(N3CCOCC3)c(F)c2)C(=O)N1C	2	0.2	4	0	4	-4	-1	-3	-6	0
Cc1cc(C)n(-c2ccc(N3CCOCC3)nn2)n1	0	0.0	3	6	-8	-3	-3	-2	-1	-6
COc1ccc(S[C@]2(C(=O)N3CCOCC3)CC(=O)N(C(=O)c3ccccc3)[C@@H]2c2ccc(OC)cc2)cc1	4	0.2	-6	.	-2	-2	80*	8	2	-3
c1ccc(-n2cc(CNCCc3cscn3)c(-c3ccc4c(c3)OCO4)n2)cc1	-3	0.1	1	1	-3	3	-2	-4	-2	4
Cc1cnc(C(=O)OCC(=O)Nc2sc3c(c2C(N)=O)CCCC3)cn1	-3	-0.5	5	-3	-1	6	-4	4	-1	2
COc1ccc2c(c1)cc1n2CCN2CCCN=C12	4	6.2	0	0	3	3	0	6	-7	5
COc1ccc(S(=O)(=O)Nc2cccc3c2O[C@@H](CN(C)CC2CC2)[C@@H](C)CN([C@@H](C)CO)C3=O)cc1	-3	0.1	-4	4	1	1	-3	4	5	-5
O=C(c1ccc2c3c(cccc13)CC2)C1CCCN(C(=O)c2ccc[n+]([O-])c2)C1 (stereo unspecified)	1	5.2	2	-2	-6	-1	5	1	4	4
O=C(CSc1nnc2c(n1)[nH]c1ccccc12)Nc1ccc(S(=O)(=O)Nc2ncccn2)cc1	2	-0.4	-1	-1	5	1	-1	-11	4	0
CCOC(=O)c1c(C)n(C)c2ccc(OC)c(NC(=O)CCN3CCSCC3)c12	2	-0.7	4	-4	4	3	2	14	-2	7
CCc1nnc(NC(=O)CSc2nnc3c(C)cc4c(C)ccc(C)c4n23)s1	-2	0.3	1	16	3	0	-4	0	-8	-8
Cc1cccc(Oc2nc3c(c(=O)n(C)c(=O)n3C)n2C)c1	1	0.5	-5	3	4	2	6	-5	-10	2
CC(C)CCn1c(SCC(=O)NC2CCS(=O)(=O)C2)nc2cc(Cl)ccc2c1=O (stereo unspecified)	-1	0.4	9	-8	-10	0	0	-5	-1	-2
O=C(Nc1cccc(Cl)c1)OC1CC2CC1[C@H]1CCCCN1[C@H]2Cc1ccccc1 (stereo partly specified)	0	-0.5	6	.	-4	-1	1	-4	6	-2
Cc1ccc(-c2c(C)n([O-])c3c([n+]2=O)CCCCC3)o1	-2	-0.1	8	-2	6	-1	-1	4	8	-3
CC(=O)Nc1c(C)ccc(CNC(=O)COc2cc(C)ccc2C)c1C	2	-1.5	3	1	-15	0	1	-2	5	6

One compound at a time, from the list above. Order of values: UHRF1 binding	proKLK7 act	Tn6 DDE FP	TCR-CD3 inh	TDP2 inh	LEDGF integ inh	PRMT1 inh	SIAE primary	Tn7 DDE FP	MBD2 DNA inh
COc1ccc(C(=O)NCc2cccnc2)cc1 across the screens: -3	-0.7	4	6	-7	2	-3	2	1	1
O=C(CN1CCN(S(=O)(=O)c2ccccc2[N+](=O)[O-])CC1)Nc1ccc(N2CCOCC2)cc1 across the screens: -3	0.7	-2	3	-6	3	1	10	4	1

(cont.)
SMILES	UHRF1 binding	proKLK7 act	Tn6 DDE FP	TCR-CD3 inh	TDP2 inh	LEDGF integ inh	PRMT1 inh	SIAE primary	Tn7 DDE FP	MBD2 DNA inh
CCC(NC(=O)C1CCCO1)c1ccccc1 (stereo unspecified)	-1	0.2	-10	7	16	3	-1	-5	-8	-3
O=C(NC1CCCCCCC1)C1c2ccccc2C(=O)N1Cc1cccs1 (stereo unspecified)	1	0.3	-2	-5	2	-3	0	-4	5	1
CCOC(=O)Nc1ccc2c(COC(=O)CNS(=O)(=O)c3ccc(NC(C)=O)cc3)cc(=O)oc2c1	1	98*	8	1	-6	0	-1	-7	1	-3
O=c1c2c3c(sc2n2cnnc2n1CCc1ccccc1)CCCC3	2	-0.2	-5	-12	0	3	-1	7	-3	5
Cc1ccc(CNS(=O)(=O)c2ccc3oc(C(=O)O)c(C)c3c2)cc1	-1	0.6	-9	2	4	4	-2	0	-12	-8
Cc1nc2scc(C)n2c(=O)c1S(=O)(=O)NC(C)c1ccccc1 (stereo unspecified)	1	1.2	6	-11	-7	-2	5	3	1	-2
CCS(=O)(=O)c1ccc2c(c1)N(S(=O)(=O)c1ccc(Cl)cc1)CC(C(=O)O)O2 (stereo unspecified)	0	0.1	-6	-1	6	-2	3	4	-8	3
O=C1NC(=O)/C(=C/c2ccc(OS(=O)(=O)c3ccc(F)cc3F)cc2)N1	-1	-0.8	-4	6	5	4	-1	-1	-4	-6
CC(=O)Nc1ccc(NC(=O)CSc2nc3[nH]ncc3c(=O)n2-c2ccccc2)cc1	2	0.4	2	-2	6	-4	4	-2	5	5
CCCN(C(=O)c1cnccn1)c1c(N)n(Cc2ccccc2)c(=O)[nH]c1=O	-2	0.1	5	3	-9	0	-2	7	3	-5
NC(=O)C1(c2ccccc2)CCOCC1	-2	0.3	-2	-4	12	1	-1	0	-3	0
N#C/C(=C\c1c(N2CCN(c3ccccc3)CC2)nc2ccccn2c1=O)C(N)=O	-2	11	0	5	0	0	1	13	4	-5
CC(=O)N1CCN(C(=O)C2CCCN(C(=O)c3ccc4c(c3)NC(=O)CS4)C2)CC1 (stereo unspecified)	0	0.8	-2	.	5	2	-4	3	0	-4
O=C(CSc1nnc(-c2ccco2)o1)c1ccc(F)c(F)c1	3	-0.4	2	4	-10	-2	5	-5	8	2
COc1ccc(CNC(=O)C2CCCN(S(=O)(=O)c3ccc(Br)s3)C2)cc1 (stereo unspecified)	-2	0.3	-4	4	21	1	3	3	1	1
O=C(Nc1c2c(nn1-c1ccccc1)CS(=O)C2)c1ccco1 (stereo unspecified)	-4	-0.3	-4	0	-15	0	-7	-8	-4	5
